# Mot1-301 SUMO = yeast Mot1-301 growth rescue at high temperature, primary screen, SUMOylation pathway inhibitor project, S. cerevisiae, ATP luminescence, 38.5C; S. cerevisiae Mot1-301 growth rescue; percent above DMSO median, 100 means doubled; growth rescue, % at 18.8 µM; 320,000 compounds, 1% hits;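 active = every valid replicate shows activation above 250% relative to neutral control wells; inactive = the rest, any valid replicate at or below 250%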;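 also: OY570 slx delta 5 strain wells were the positive control but not used for scaling; some compounds called inactive have numbers as strong as hits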
# Pemphigus Ab inh = inhibitors of pemphigus antibody binding to DSG3, primary screen, biochemical, bead-based, flow cytometry, scFv-GFP | binding (percent of control), % at 10 µM | 310,000 compounds, 0.48% hits | AID 588358, 2011 | DSG3-coupled beads, scFv-anti-DSG3-GFP binding; hits give low values;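 active = binding more than 3 SD below its plate's average and above zero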;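 also: hits lower antibody fragment binding to DSG3; some compounds called inactive have numbers as strong as hits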
# CDK5 p35 inh = inhibitors of human CDK5/p35 kinase, primary screen, biochemical, single concentration; Recombinant CDK5/p35, ADP-Glo luminescence, 60 min; 330,000 compounds, 0.01% hits; Cyclin-dependent kinase 5 (Homo sapiens) + Cyclin-dependent kinase 5 activator 1 (Homo …; inhibition, % at 10 µM; AID 488839, 2010;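 active = highest replicate inhibition of at least 50% and at least 75% of replicates reaching 50%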;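 also: plate controls were DMSO neutral control for no effect and GW8510 at 10 µM for full effect; many of its hits are not listed in these tables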
# Target sequence (Q00535 whole entry, looked up): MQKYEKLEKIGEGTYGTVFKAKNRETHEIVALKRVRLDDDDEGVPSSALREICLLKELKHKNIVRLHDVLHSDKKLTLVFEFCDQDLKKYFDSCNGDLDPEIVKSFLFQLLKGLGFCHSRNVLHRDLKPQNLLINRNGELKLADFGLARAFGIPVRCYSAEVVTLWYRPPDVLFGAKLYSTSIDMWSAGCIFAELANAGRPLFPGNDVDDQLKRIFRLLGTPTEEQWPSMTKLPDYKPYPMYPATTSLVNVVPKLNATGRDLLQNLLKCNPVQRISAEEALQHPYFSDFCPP
# Target sequence (Q15078 whole entry, looked up): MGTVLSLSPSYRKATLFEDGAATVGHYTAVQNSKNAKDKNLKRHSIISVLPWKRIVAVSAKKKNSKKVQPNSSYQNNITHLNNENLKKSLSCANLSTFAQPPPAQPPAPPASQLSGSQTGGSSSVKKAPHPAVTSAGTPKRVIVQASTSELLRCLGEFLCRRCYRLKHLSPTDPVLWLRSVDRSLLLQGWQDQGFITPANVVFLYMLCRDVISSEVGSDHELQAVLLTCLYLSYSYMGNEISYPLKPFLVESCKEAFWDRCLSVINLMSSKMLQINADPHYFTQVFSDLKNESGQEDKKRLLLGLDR
# SR-BI DiI-HDL act = activators of SR-BI mediated DiI-HDL uptake, primary screen, ldlA[mSR-BI] CHO cells, DiI fluorescence; 3 h; 100 = double the neutral-control signal; activation, % at 12.5 µM; 320,000 compounds, 0.096% hits; AID 504775, 2011;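 active = mean replicate activation of at least 60% and every replicate at or above 60%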;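 also: 0% = median plate neutral-control signal and 100% = twice that signal; values of inactives mirror those of a sister screen read the other way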
#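 Test system: SR-BI-overexpressing, LDLR-lacking CHO cells; Also added: labelled HDL, 10 µg/mL; Measured by: bottom-read cell fluorescence after medium removal, ex 550/em 595 nm; Timing: 3 h uptake period with compound, 37 °C; Buffer or medium: F12, 0.5% BSA, 25 mM HEPES; Doses: single compound concentration, delivered by pin transfer.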
# dFosB act = activators of delta FosB homodimer, primary screen, biochemical, fluorescence polarization, TAMRA-CDK5 oligo, single point | activation, % at 25 µM | 340,000 compounds, 0.99% hits | purified delta FosB; percent of positive-control signal above neutral wells | AID 493131, 2011;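 active = mean activation above about 17%, with every replicate also reaching it, limit read from the data, passing the limit was not always enough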;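 also: fluorescence polarization rise as delta FosB binds a TAMRA Cdk5 AP-1 oligo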
# Arrestin-AP2 inh = inhibitors of beta-arrestin/AP2 binding, primary screen, biochemical, GPCR trafficking, flow cytometry; FITC-arrestin peptide / GST-AP2 beads; AP2 beta2 appendage carries R879A mutation; inhibition, % at 10 µM; 340,000 compounds, 0.31% hits; AID 504490, 2011;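 active = inhibition above a set limit, near 3 SD of compounds lacking own fluorescence, cut at about 54% in these data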;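 also: plate controls were DMSO wells for no effect and 5 µM unlabelled arrestin peptide for full effect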
#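 Test system: GST-tagged AP2 beta2-adaptin appendage (R879A) on 4 µm glutathione beads; also added: fluorescein-tagged arrestin peptide at 50 nM final; timing: 12 min plus 1 h, RT; signal: flow cytometry, FL1 (488/535 nm); read-out: percent drop in bead-associated FITC signal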
# MITF act = activators of MITF-driven TRPM1 promoter reporter, primary screen, cell-based, SK-MEL-5, luciferase, single point; SK-MEL-5 TRPM1-promoter luciferase, 24 h; % of positive control, neutral wells = 0; activation, % at 12.5 µM; 300,000 compounds, 0.75% hits; AID 588334, 2011;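 active = mean activation of at least 80% with every replicate also reaching 80%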;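 also: 0% = neutral control wells and 100% = parthenolide positive control wells; values of inactives mirror those of a sister screen read the other way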
# PKA-R2B act = activators of PKA-R2B holoenzyme, primary screen, biochemical, fluorescence polarization, Cy5-IP20, human. cAMP-dependent protein kinase catalytic subunit beta (Homo sapiens) + cAMP-dependent …. PKA-R2B holoenzyme dissociation; R2B truncated from residue 108, S112A mutant; 0% DMSO only, 100% 113 µM cGMP. activation, % at 11.4 µM. 340,000 compounds, 0.079% hits. AID 504700, 2011;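 active = activation above a cutoff set at the mean over all compounds plus 3 SD, cut at about 18% in these data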;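 also: higher means more holoenzyme dissociation and a rise in polarization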
# Target sequence (P31323 whole entry, looked up, other chains not shown, the tested form may be a part): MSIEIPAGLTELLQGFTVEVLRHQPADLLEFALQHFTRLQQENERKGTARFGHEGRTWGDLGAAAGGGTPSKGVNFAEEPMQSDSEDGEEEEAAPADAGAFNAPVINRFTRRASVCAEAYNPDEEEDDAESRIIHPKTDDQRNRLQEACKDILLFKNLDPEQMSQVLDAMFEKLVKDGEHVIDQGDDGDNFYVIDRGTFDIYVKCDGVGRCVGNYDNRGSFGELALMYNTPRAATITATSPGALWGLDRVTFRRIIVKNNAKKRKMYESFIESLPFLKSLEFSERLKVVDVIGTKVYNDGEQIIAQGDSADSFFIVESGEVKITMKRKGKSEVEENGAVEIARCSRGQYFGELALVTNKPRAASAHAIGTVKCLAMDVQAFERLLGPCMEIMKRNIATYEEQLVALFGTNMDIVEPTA
# PKA-R1A activ = activators of PKA-R1A holoenzyme, primary screen, biochemical, fluorescence polarization, Cy5-IP20, bovine R1A, mouse PKAc; cAMP-dependent protein kinase type I-alpha regulatory subunit (Bos taurus) + …; PKA-R1A dissociation; scaled: DMSO 0%, 113 µM cGMP 100%; activation, % at 11.4 µM; 340,000 compounds, 0.083% hits; AID 504707, 2011;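 active = percent activation above the mean of all tested compounds plus 3 SD, cut at about 19% in these data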;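 also: higher means more PKAc released from R1A so a rise in polarization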
# SR-BI DiI inh = inhibitors of SR-BI mediated HDL lipid uptake, primary screen, ldlA[mSR-BI] cells, fluorescence, single point; Scavenger receptor class B member 1 (Mus musculus), Q61009; inhibition, % at 12.5 µM; AID 488896, 2010; 320,000 compounds, 0.96% hits; ldlA[mSR-BI] CHO cells, DiI-HDL uptake fluorescence, 3 h;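 active = mean replicate inhibition of at least 70% and a set share of replicates each scoring 70 or more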;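 also: 0% = median of neutral control wells and 100% = median of positive control wells; values of inactives mirror those of a sister screen read the other way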
# NSD2 inh = NSD2 histone methyltransferase inhibitors, primary screen, biochemical, AlphaScreen, single concentration, set 2; inhibition, % at 12.5 µM; NSD2 peptide methylation, 120 min; Histone-lysine N-methyltransferase NSD2 (Homo sapiens), O96028; AID 743445, 2014; 310,000 compounds, 0.54% hits; in the data active = inhibition above about 50%
# Numbers without * were called inactive; nt = not tested or not shown.
# Order of results: Mot1-301 SUMO	Pemphigus Ab inh	CDK5 p35 inh	SR-BI DiI-HDL act	dFosB act	Arrestin-AP2 inh	MITF act	PKA-R2B act	PKA-R1A activ	SR-BI DiI inh	NSD2 inh
(1) S=c1[nH]nc(-c2ccco2)n1/N=C/c1cccs1
    35.0	97.9	2.3	25.5	2.6	-42.4	-11.9	-10.2	-1.2	-25.5	1.6
(2) CC(C)(C)c1nnc(NC(=O)CN2C(=O)C3C4C=CC(C4)C3C2=O)s1 (configuration not stated)
    19.4	nt	2.2	-19.5	-13.6	9.3	16.3	12.5	-5.0	19.5	-2.8
(3) CCN(c1cccc(C(F)(F)F)c1)S(=O)(=O)c1ccc2c(c1)CCN2C(=O)C1CC1
    -3.6	112.4	-1.0	-19.6	-19.6	-6.2	nt	-3.1	-9.9	19.6	nt
(4) Cc1cccc(OCC(=O)NCC(=O)N/N=C/c2c(C)[nH]c3ccccc23)c1
    -6.5	89.6	0.0	nt	2.9	15.3	-5.5	3.3	-6.4	nt	nt
(5) CN(C)CCN1C(=O)c2oc3ccc(F)cc3c(=O)c2C1c1ccncc1 (configuration not stated)
    -11.3	105.3	1.0	13.0	2.4	9.3	nt	-8.2	-8.4	-13.0	nt
(6) Cc1ccc(OCC(O)CN2CCOCC2)cc1 (configuration not stated)
    -14.6	116.6	1.5	6.5	-2.4	-4.1	nt	-6.2	-6.3	-6.5	-2.8
(7) CC(C)c1ccc(NC(=S)NCc2ccc3c(c2)OCO3)cc1
    8.0	98.3	-3.9	3.5	-3.8	17.0	1.7	-1.6	1.0	-3.5	11.8
(8) O=C(O)c1cc(O)ccc1NC(=O)C(c1ccccc1)c1ccccc1
    -13.6	99.7	-0.4	-9.0	-9.0	3.1	-9.1	4.5	0.9	9.0	-1.1
(9) COc1ccc(-c2nc(CN3CCC(C(=O)NC4CC4)CC3)c(C)o2)cc1OC
    -5.2	78.5	-1.2	14.2	-4.0	-1.8	0.2	-0.9	-6.7	-14.2	-7.0
(10) O=C(CNC(=O)c1ccco1)N/N=C/c1ccc(C(=O)O)cc1
    10.7	nt	11.4	18.3	-4.2	24.2	-0.6	-5.8	-6.1	-18.3	-5.0
(11) CC1C(=NO)C(C)C(c2ccccc2)NC1c1ccccc1 (configuration not stated)
    5.1	122.7	0.3	31.9	-7.9	-1.0	11.1	6.4	1.3	-31.9	2.1
(12) O=C1CS/C(=N/N=C/c2ccc(OS(=O)(=O)c3ccccc3)cc2)N1
    nt	110.3	0.5	-23.8	-4.2	-6.6	-13.0	-3.5	-2.0	23.8	-4.9
(13) O=C(c1cccc(C(F)(F)F)c1)N1CCN(S(=O)(=O)c2ccc(Cl)s2)CC1
    -0.6	122.4	-0.5	21.6	-5.2	4.3	-0.3	-7.8	-7.0	-21.6	-3.1
(14) COC(=O)c1ccc(S(=O)(=O)NCc2ccco2)n1C
    2.3	109.2	1.4	-10.8	-1.8	13.8	-5.8	2.8	2.8	10.8	0.4
(15) CSc1ccccc1C(=O)Nc1ncn[nH]1
    -15.4	110.5	-1.4	6.9	-2.9	4.5	nt	7.0	-7.1	-6.9	1.2
(16) Cc1ccc(NC(=O)CSc2nnc3c(n2)[nH]c2ccccc23)cc1
    -9.4	103.7	0.5	12.6	-2.5	-5.8	0.2	-2.6	-1.2	-12.6	-7.9
(17) Cc1ccc2c(c1)N(C(=O)CCC(=O)NCCN1CCOCC1)CCO2
    7.4	105.3	0.5	22.2	1.6	9.2	2.4	3.8	-3.2	-22.2	nt
(18) O=C(NC1CCCC1)C(c1cccnc1)N(Cc1ccc(F)cc1)C(=O)c1csnn1 (configuration not stated)
    -1.6	101.2	3.5	7.3	-4.0	-1.6	-2.4	-1.2	-7.0	-7.3	-2.3
(19) COc1cccc(N(CC(=O)NCc2cccnc2)S(C)(=O)=O)c1
    -13.6	96.5	-0.6	26.6	-6.2	16.7	-3.5	-6.4	-4.2	-26.6	1.8
(20) O=C(COc1cc(F)ccc1[N+](=O)[O-])NCCN1C(=O)CSC1=O
    24.1	95.4	0.5	6.5	3.3	42.3	-9.4	4.5	3.6	-6.5	0.1
(21) CC(=O)c1ccc(NC(=S)N2CCN(C(=S)Nc3ccc(C(C)=O)cc3)C(C)C2)cc1 (configuration not stated)
    nt	109.6	0.2	-35.2	15.2	-2.7	-6.0	6.4	1.3	35.2	-4.9
(22) COC(=O)C1=C(C)N(Cc2ccccc2)C(=O)N[C@H]1c1cccc(C(F)(F)F)c1
    -17.9	105.5	-0.8	-2.3	-0.5	31.8	nt	-12.3	-13.1	2.3	nt
(23) COCCNC(=S)N(CCc1c(C)[nH]c2ccccc12)Cc1cccnc1
    -7.0	111.1	0.4	1.1	-13.5	-0.3	-5.4	0.7	4.6	-1.1	13.6
(24) Cc1ccc2nc(SCC(=O)NC3CCS(=O)(=O)C3)[nH]c2c1 (configuration not stated)
    -0.3	nt	0.2	13.7	-6.3	29.9	-7.0	4.8	7.9	-13.7	-0.3
(25) COc1ccc2c(c1)OC[C@H]1[C@H]2N2C(=O)CN(C)C(=O)[C@@]2(C)[C@H]1c1ccccc1
    -14.5	102.7	-0.8	3.7	-7.2	12.4	-0.2	-11.7	-9.2	10.0	nt
(26) CSc1ccc(/C=C(\C(=O)O)c2ccc(S(=O)(=O)N3CCCCC3)s2)cc1
    -4.1	104.4	0.8	17.1	-6.8	nt	-9.7	1.6	-3.7	-17.1	3.3
(27) O=C(CNC(=O)c1ccccc1Br)NCCSc1ccc(Br)cc1
    5.0	108.1	-1.0	24.5	-6.5	-2.4	-4.6	-0.2	4.5	-24.5	-1.9
(28) CCOC(=O)c1c(C)[nH]c(C)c1S(=O)(=O)N(C)CC(=O)Nc1ccc(C)cn1
    0.0	nt	-1.5	-7.1	-13.8	1.2	-4.9	-0.6	-4.7	7.1	-1.5
(29) O=C(Nc1ccc(NC(=S)NC(=O)c2cccs2)cc1)c1ccco1
    85.2	96.7	0.0	-57.7	-2.6	13.0	4.9	3.9	-5.0	57.7	1.4
(30) COc1ccc(N=C2SC(C(=O)Nc3ccc(C(=O)O)cc3)CC(=O)N2Cc2cccs2)cc1 (configuration not stated)
    5.8	91.5	-1.7	6.5	-9.6	-12.4	-0.6	-3.3	0.9	-6.5	1.8
(31) Cc1noc(C)c1C(=O)NC(Cc1c[nH]c2ccccc12)C(=O)O (configuration not stated)
    -5.3	95.0	0.5	15.2	-0.6	-7.3	-3.7	1.4	-2.1	-15.2	-0.8
(32) S=c1nc(-c2cc(Cl)cc(Cl)c2)[nH][nH]1
    -12.0	nt	4.1	-31.9	2.3	32.0	-3.6	7.2	1.1	31.9	-1.0
(33) Cc1ccc(NC(=O)c2ncn(CC(=O)NCC(C)c3ccccc3)n2)cc1C (configuration not stated)
    nt	92.0	-0.7	27.6	-7.7	6.0	15.4	-3.0	-0.2	-27.6	nt
(34) O=C(N/N=C/c1ccccc1OC(F)F)NC1CCCCC1
    -9.0	98.2	-5.4	10.0	-5.8	-9.3	6.3	-15.9	-5.9	-10.0	1.1
(35) COc1ccc(C(C#N)C2(C)OCCO2)cc1OC (configuration not stated)
    72.6	96.8	5.1	28.0	9.9	18.3	-3.2	0.5	-5.1	-28.0	-1.4
(36) Cn1c(OCc2ccco2)nc2c1c(=O)n(Cc1ccc(Cl)c(Cl)c1)c(=O)n2C
    -2.5	98.1	-0.4	-1.3	-3.8	80.6*	-0.8	1.8	4.3	1.3	nt
(37) CCn1c2ccccc2c2nc3cc(OC)c(OC)cc3nc21
    4.8	97.9	-0.5	-25.8	5.7	27.0	nt	-0.2	-17.2	25.8	2.6
(38) COc1ccc(C(C#N)N2CCOCC2)cc1 (configuration not stated)
    -7.6	98.1	3.4	1.9	3.9	5.2	-7.4	0.0	-13.2	-1.9	-4.0
(39) COC(=O)c1nn2c(C(F)(F)F)cc(-c3ccc(Br)o3)nc2c1Br
    -1.8	95.7	-1.1	-1.6	-8.6	-1.4	6.0	-4.3	-1.6	1.6	0.6
(40) CCCNc1cc(C)oc(=O)c1C(=O)CC
    nt	106.8	2.0	10.8	0.4	8.1	1.0	-1.1	-1.4	-10.8	0.9
(41) CCOC(=O)c1[nH]c2ccccc2c1N=CN(C)C
    122.4	96.9	0.2	22.5	6.9	-6.4	-9.3	1.1	-8.1	-22.5	0.1
(42) CCOc1ccc(/C=N/NC(=O)c2nnn(-c3nonc3N)c2CN(C)C2CCCCC2)cc1
    -54.5	93.6	-0.8	12.4	-9.0	-0.7	1.2	-4.5	-1.4	-12.4	-1.8
(43) COc1ccccc1-c1cc(C(=O)Nc2cc(C)on2)no1
    2.6	101.9	-4.3	-60.7	-2.3	10.9	33.9	-3.1	-10.2	60.7	-1.6
(44) CNC(=O)COc1coc(CN2CCN(c3ccccc3F)CC2)cc1=O
    307.6	99.2	-2.0	-7.7	-0.2	-9.7	-2.5	-1.7	-8.3	7.7	-5.7
(45) Cc1nn(C)c(C(=O)NC2C3CC4CC(C3)CC2C4)c1Cl (configuration not stated)
    -4.1	100.6	0.4	9.6	-6.9	-0.9	-6.0	13.7	0.1	-9.6	-1.4
(46) O=C(CSc1ccc2nnc(-c3ccccn3)n2n1)Nc1cccc(F)c1
    3.7	107.4	-0.7	7.0	-8.4	22.9	-4.6	-8.1	-6.9	-7.0	-0.5

# Bioassay records deposited in PubChem by several laboratories.
